KB-V1 cytotox = qHTS assay for MDR1-selective chemotherapeutics: Primary screen using the drug-selected MDR subline cells KB-V1 | KB-V1 MDR cells viability, CellTiter-Glo, 72 h | Potency, µM (series often up to 46.1 µM), for inactives: at the highest dose activity change, negative = cytotoxicity, most hits filed as cytotoxic | 400,000 tested, 3.4% active | AID 1347076, 2019; also: potency is read from the fitted curve at half-maximal effect; % is scaled to controls: 0 for no effect and ±100 for the full control effect; nearly all actives have a fitted effect of over 60% in size
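Following 72 h at 37 degrees C with compound, KB-V1 cell viability was read by CellTiter-Glo luminescence, medium being phenol-red-free DMEM plus 10% FBS; concentration-response parameters came from normalized, curve-fitted qHTS data.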
HT1080-NT tox = qHTS for induction of synthetic lethality in tumor cells producing 2HG: qHTS for the HT-1080-NT fibrosarcoma cell line; AID 686970, 2013; 360,000 tested, 1.6% active; Potency, µM (top dose mostly 46.1 µM), for the others: at the highest dose activity, negative = less viability, usual class: cytotoxic; HT-1080-NT fibrosarcoma viability, CellTiter-Glo ATP luminescence, 48 h;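 also: NT is the 2HG producing partner of a matched IDH1 knockdown line; potency is read from the fitted curve at half-maximal effect; 0% = DMSO-treated cells and -100% = media-only wells without cells; nearly all actives have a fitted effect of over 55% in size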
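HT-1080-NT; 750 cells/well; 5% FBS RPMI; 48 h compound, 37 degrees C; CellTiter-Glo luminescence; curve fitting and curve-class assignment.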
SW480 rereplic = A quantitative high throughput screen for small molecules that induce DNA re-replication in SW480 colon adenocarcinoma cells; SW480 DNA re-replication, Hoechst DNA content imaging, 48 h; Potency, µM (highest dose often 46.1 µM), for the others: top-dose re-replication activation, actives largely listed as activators; 340,000 tested, 1.8% active; AID 624297, 2012; also: potency is read from the fitted curve at half-maximal effect; % of control where 0% means no effect; nearly all actives have a fitted effect of over 55% in size
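First, 250 cells per well were seeded. Next, compound or vehicle (23 nL) was pinned in, plates sat 48 hr at 37 C. Finally Hoechst was added for 40 min before fluorescence scanning.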
ATXN2 expr inh = Primary qHTS for Inhibitors of ATXN expression; HEK-293 ATXN2-luciferase reporter, luminescence, 24 h; Potency, µM (doses to about 57 µM), inactives show at the top dose activity change, negative = inhibition, hits mostly inhibitors; 360,000 tested, 0.72% active; also: potency is read from the fitted curve at half-maximal effect; % is scaled to controls: 0 for no effect and ±100 for the full control effect; nearly all actives have a fitted effect of over 55% in size
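ATXN2-luciferase reporter cells (luciferase flanked by upstream and downstream ATXN2 gene portions) were treated 24 h at 37 °C with compounds at up to 57 uM. SteadyGlo luminescence gave expression; GF-AFC fluorescence gave viability.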
MCF10A rerep = A quantitative high throughput screen for small molecules that induce DNA re-replication in MCF 10a normal breast cells; 350,000 tested, 2.9% active; Potency, µM (top dose mostly 46.1 µM), without a hit: top-dose activity, positive = re-replication, usual class: activators; MCF 10A DNA re-replication, Hoechst nuclear intensity, 48 h; AID 624296, 2012; also: potency is read from the fitted curve at half-maximal effect; % of control where 0% means no effect; nearly all actives have a fitted effect of over 50% in size
HT1080 IDH1KD tx = qHTS for induction of synthetic lethality in tumor cells producing 2HG: qHTS for the HT-1080-IDH1KD cell line; Potency, µM (series often up to 46.1 µM), inactives show at the top dose activity, negative = toxicity, most hits filed as cytotoxic; 360,000 tested, 2% active; HT-1080 IDH1 knockdown viability, ATP luminescence, 48 h;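 also: potency is read from the fitted curve at half-maximal effect; 0% = DMSO wells and -100% = cell-free medium wells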
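Viability of IDH1-knockdown HT-1080 fibrosarcoma cells was assessed by CellTiter-Glo after 48 h at 37 °C with titrated compound; concentration-effect curves were classified by fit quality and response size.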
IL-1B inflam inh = qHTS for Inhibitors of Inflammasome Signaling: IL-1-beta AlphaLISA Primary Screen; THP-1 LPS/ATP IL-1B secretion, AlphaLISA, 16 h; hits give low values; activity change, % at 57.5 µM; 360,000 tested, 4.7% active; in the data active = activity change below about -50%; inconclusive = mostly about -30% to -49%; also: % is scaled to controls: 0 for no effect and ±100 for the full control effect
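THP-1 cells pretreated 1 hr with compounds (up to 57.5 uM final), then stimulated with LPS (250 ng/mL final) plus ATP (1.25 mM final); secreted IL-1B measured by AlphaLISA after 16 hr, decreased signal indicating inhibition.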
ATXN viability = Viability Counterscreen for Primary qHTS for Inhibitors of ATXN expression; S2 cells (HEK-293 line with an ATXN2-luciferase reporter) viability, CellTiter-Fluor protease fluorescence, 24 h; Potency, µM (top dose mostly 56.7 µM), most hits filed as cytotoxic; 400,000 tested, 0.49% active; AID 651635, 2014; also: potency is read from the fitted curve at half-maximal effect; nearly all actives have a fitted effect of over 40% in size
KB-3-1 cytotox = qHTS assay for MDR1-selective chemotherapeutics: Primary screen using the parental adenocarcinoma cell KB-3-1 | 400,000 tested, 1.4% active | Potency, µM (series often up to 46.1 µM), for the others: top-dose activity change, negative = cytotoxic, hits mostly cytotoxic | KB-3-1 viability, CellTiter-Glo ATP luminescence, 72 h; also: potency is read from the fitted curve at half-maximal effect; % is scaled to controls: 0 for no effect and ±100 for the full control effect; nearly all actives have a fitted effect of over 60% in size
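72 h, 37 °C compound treatment of KB-3-1 parental cells; CellTiter-Glo added, 10 min, luminescence read. Data corrected against DMSO-only plates and normalized before curve fitting.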
Starred values were filed as active, the others as inactive; i = inactive; u = inconclusive; x = no result given; & = joins results of further samples; [ ] = another dose, or the depositor's remark. Unless noted, calls follow the shape of the dose curve; as a rule, active = well fitted curve in the direction sought with a large enough effect; inconclusive = small, poorly fitted or top-dose-only effect, or another doubt; inactive = no such curve, though single readings can be large; an effect the other way counts as inactive or inconclusive.

SMILES | KB-V1 cytotox | HT1080-NT tox | SW480 rereplic | ATXN2 expr inh | MCF10A rerep | HT1080 IDH1KD tx | IL-1B inflam inh | ATXN viability | KB-3-1 cytotox
O=C(Nc1nnc([C@@H]2C[C@H](O)[C@@H](CO)O2)s1)Nc1cccc2c1CCCC2 | 9% | 2% | x | 5% | x | 17% | 15 | i | 0%
C[C@@H]1CN([C@@H](C)CO)C(=O)c2cc(Br)cnc2O[C@H]1CN(C)Cc1cccnc1 | 10% | 11% | x | 8% | x | 7% | 16 | i | u
CC1CN(C(=O)N2CCOCC2)CCN1C(=O)N1CCOCC1 (centres undefined) | 2% | 0% | 9% | -7%[11.3 µM] | -10% | 13% | 16 | i | -2%
COc1ccc(CCNC(=O)CCNC(=O)c2ccc([N+](=O)[O-])cc2)cc1 | 2% | 0% | 1% | 3% | 7% | 8% | 8 | i | -1%
O=C(Nc1ccc(Cl)cc1)C1Cc2c(-c3ccc4c(c3)OCO4)ccnc2O1 (centres undefined) | u | -27% | x | u | x | u | -20 | i | u
COc1ccccc1NC(=O)CSc1nnnn1-c1ccccc1F | -20% | -2% | u | -4% | 2% | 0% | -26 | i | 7%
Cc1ccc(Cl)cc1S(=O)(=O)N1CCC(C(=O)NC2CCN(Cc3ccccc3)CC2)CC1 | -3% | -15% | u | -34% | u | -29% | 21 | i | u
CS/C(=N\NC(N)=O)c1ccccc1 | -7% | 7% | u | 7% | 3% | -1% | 0 | i | -10%
CN(CC(=O)Nc1cccc(F)c1)C(=O)c1ccc(N2CCOCC2)c([N+](=O)[O-])c1 | -7% | 0% | -7% | -7% | -11% | -11% | 58 | i | -4%
O=C1NC(Cc2ccc(O)cc2)c2nc3ccc(F)cc3c(=O)n2-c2ncccc21 (centres undefined) | 5% | -14% | x | -13% | x | -14% | 36 | i | -12%
COc1ccc(-n2nc(C(=O)Nc3cc(C)ccn3)c3c4ccccc4n(C)c3c2=O)cc1Cl | u | x | x | 13% | x | x | x | i | 0%
COc1ccccc1-c1nc(C#N)c(NCCCn2ccnc2)o1 | u | -3% | -68%[inhibitor] | -1% | -1% | -15% | 16 | i | -2%
C/C(=N\Nc1ccc(S(=O)(=O)N2CCOCC2)cc1[N+](=O)[O-])C(C)C | -28% | -9% | -10% | -9% | 0% | -5% | -8 | i | 1%
COc1ccc(C(=O)Nc2cc(C)on2)cc1[N+](=O)[O-] | 8% | -3% | -15% | 8% | -7% | -18% | -13 | i | 2%
Cc1cccc(Oc2ccc(S(=O)(=O)N3CCCCC3)cc2N)c1 | u | -14% | -6% | x | u | u | 27 | i | u
CCCn1c(C)cc(C(=O)COC(=O)CN=C2NS(=O)(=O)c3ccccc32)c1C | -3% | 7% | x | 0% | 1% | 8% | 5 | i | 10%
CCOC(=O)C1CN(C(=O)OCC)CC1=NNC(N)=O (centres undefined) | 5% | 0% | x | x | x | -1% | -5 | i | -10%
Cc1c(Cl)cccc1NC(=O)c1ccc2snnc2c1 | u | x | x | 2% | x | x | x | i | 14%
CCO/N=C(\C)c1c(O)c(CC)c(-c2ccccc2)n(-c2ccccc2)c1=O | -4% | 3% | -1% | -8% | -15% | 8% | 11 | i | 1%
Cc1ccc(NC(=O)c2ccccc2CCc2ccccc2)c(C)c1 | 11% | -23% | -4% | -8% | -5% | -8% | 0 | i | -7%
COc1ccc(-c2nnc(SCC(=O)Nc3ccc(C(=O)O)cc3)n2-c2ccc(Cl)cc2)cc1 | -3% | -3% | -2% | -21% | 2% | -1% | -9 | i | 5%
Cc1ccc(NC(=O)Nc2cnc3ccccc3c2)cc1 | -2% | -26% | -3% | 42%[activator] | -1% | -26% | -9 | i | -16%
O=C(NCc1cccnc1)c1ccccn1 | 0% | 6% | -2% | 0% | 1% | 1% | 34 | i | u
Cc1ccc(N2C(=O)CC(c3ccsc3)C3=C2CC(C)(C)CC3=O)cc1 (centres undefined) | 1% | 6% | -3% | 5% | 5% | 0% | -6 | i | -9%
O=C(C[n+]1cc(-c2ccc(F)cc2)n2c1CCC2)OCc1ccccc1 | 1% | 2% | -6% | -7% | 0% | 2% | 22 | i | 4%
COc1cc(C)ccc1OCCCOc1cc(C)ccc1Cl | -9% | 5% | 0% | 13% | 10% | -5% | -3 | i | 1%
O=C(COc1ccccc1/C=C1\SC(=S)NC1=O)Nc1ccc(F)cc1 | -15% | u | u | u | 1.5µM* | u | -16 | u | 0%
CCCN(CCC)C(=O)c1ccc2c(c1)N(CC)C(=O)c1ccccc1S2(=O)=O | -1% | -2% | -6% | -1% | 0% | 4% | -7 | i | 0%
Cc1ccc(CNC(=O)COC(=O)CSc2ccc(Br)cc2C)cc1 | 4% | -14% | 97% | -5% | -17% | -12% | 23 | i | -2%
CCn1c(SCC(=O)N/N=C/c2c[nH]c3ccccc23)nnc1-c1ccc(Cl)cc1 | 29% | -28% | u | -3% | u | u | -7 | i | u
CCCCn1c(N)c(N(CCOC)C(=O)c2cc(S(=O)(=O)N3CCCCC3)ccc2Cl)c(=O)[nH]c1=O | x | -3% | 6% | 5% | -7% | 4% | 7 | u | x
CCOc1ccc(CC(=O)N/N=C/c2sccc2C)cc1 | u | 17% | 6% | 4% | 12% | 11% | -16 | i | 24%
COC(=O)c1ccc2nc(-c3ccc(F)cc3)c(Cc3ccsc3)n2c1 | -7% | 12% | x | 14% | x | 11% | 25 | i | -12%
O=C1SCCN1N=Cc1ccc([N+](=O)[O-])o1 | u | u | u | -36% | u | -5% | 9 | i | u
COc1ccc(C(F)(F)F)cc1N/C=C\c1nnnn1-c1ccc(C)cc1 | -26% | -8% | 15% | -10% | 12% | 2% | -15 | i | 5%
COc1ccc(O)c(CN2CCCC(N3CCN(c4ccc(F)cc4)CC3)C2)c1 (centres undefined) | 9% | 0% | -12% | -14% | u | 7% | -3 | i | -2%
O=S(=O)(c1ccc(Br)cc1)N1CCCN(Cc2ccccc2F)CC1 | 3% | 7% | -1%&4% | -3% | u | 2% | u | i | 7%
COc1ccc(S(=O)(=O)N2CCOCC2)cc1NC(=O)CN1C(=O)NC2(CCC(C)CC2)C1=O (centres undefined) | 8% | -1% | x | x | x | 0% | -1 | i | -1%
CCNS(=O)(=O)c1ccc(C)c(-n2cnnn2)c1C | 1% | 1% | -3% | 0% | 6% | 0% | -20 | i | 23%
O=C(CNC(=S)N(Cc1ccccc1)Cc1ccccc1F)NCc1ccc(Cl)cc1 | u | u | 17% | -29% | 23µM* | u | -83* | i | -12%

Ordered by the number under IL-1B inflam inh (largest number first): some entries from above.
compound	IL-1B inflam inh
COC(=O)c1ccc2nc(-c3ccc(F)cc3)c(Cc3ccsc3)n2c1	25
O=C1SCCN1N=Cc1ccc([N+](=O)[O-])o1	9
CCOc1ccc(CC(=O)N/N=C/c2sccc2C)cc1	-16

Later entries.
SMILES | KB-V1 cytotox | HT1080-NT tox | SW480 rereplic | ATXN2 expr inh | MCF10A rerep | HT1080 IDH1KD tx | IL-1B inflam inh | ATXN viability | KB-3-1 cytotox
Clc1ccccc1-c1csc(Nc2cccnc2)n1 | -17% | 4% | 9% | 34%[activator] | 9% | u | -60* | i | -5%
Cc1ccc(CNC(=O)c2cc(S(=O)(=O)N3CCCCC3)ccc2N2CCOCC2)cc1 | x | 0% | 13% | 8% | -6% | 3% | -9 | i | x
Cc1ccc(NC2=NC3(CCCCC3)N=C(N)N2)c(C)c1 | 1% | u | 5% | 3% | 15% | 11µM* | u | i | 7.3µM*
CC(C)CCN1CC(C(=O)NCc2ccccc2)CC1=O (centres undefined) | -7% | 0% | -5% | -4% | 3% | -2% | 4 | i | 3%
Cc1ccccc1Nc1nc(N)nc(COC(=O)[C@@H](NC(=O)c2c(F)cccc2F)C(C)C)n1 | 0% | -1% | 2% | -3% | 4% | -8% | 3 | i | 10%
O=C(COC(=O)Cn1cnc2ccccc21)Nc1cccc([N+](=O)[O-])c1 | -9% | 15% | -13% | -2% | -4% | -2% | -8 | i | -1%
CCCCCCSc1nsc(NC(=O)CCC)n1 | -22% | 0% | 26% | 10% | 20% | -7% | 8 | i | -11%
CCOc1ccc(CC(=O)N2CCN(c3ccc(N4CCOCC4)nn3)CC2)cc1OCC | 15% | -13% | -1% | -21% | 4% | u | 0 | i | 0%
CCCCNC(=O)Cn1c(=O)c2c(ncn2CC)n(Cc2ccccc2)c1=O | 18% | 7% | 1% | x | -1% | -2% | 5 | i | -4%
Cc1ncoc1C(=O)N1CCc2c([nH]c3ccccc23)C1c1ccccc1F (centres undefined) | -5% | u | -1% | -6% | 19% | -20% | -7 | i | -3%
O=C(c1scc2c1CCCC2)N1CCOCC1 | 22% | 6% | 0% | -1% | -3% | 3% | 4 | i | 10%
Fc1ccccc1Cn1nnc2c(NCCc3ccccn3)ncnc21 | -22% | 3% | -12% | 5% | 7%[9.22 µM] | 4% | -11 | i | 5%
Cc1ccc(C(=O)CNc2nc3c(c(=O)[nH]c(=O)n3C)n2Cc2ccccc2)cc1 | -1% | 8% | -4% | -4% | 4% | 9% | 15 | i | 0%
Cc1nc(-c2nnc(SCC(=O)Nc3ccc(C(F)(F)F)cc3)n2C)cs1 | -11% | 6% | -13% | -21% | -6% | 16% | 33 | i | -14%
COC(=O)c1ccc2nc(C3CCCCC3)c(Cc3ccc(OC)cc3C)n2c1 | 19% | 1% | x | -3% | x | -5% | -29 | i | 0%

Compound activity (PubChem)
